ELG1 genotoxic = qHTS screen for small molecules that induce genotoxicity in human embryonic kidney (HEK293T) cells expressing luciferase-tagged ELG1. HEK293T ELG1-luciferase reporter, luminescence, 16 h. Potency, µM (doses to about 46 µM), without a hit: top-dose activity change, positive = activation, actives largely listed as activators. actives 1.3% (n = 330,000). AID 504466, 2011; note: % of control where 0% means no effect; nearly all actives have a fitted effect of over 60% in size
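Genotoxicity was scored as increased ELG1-luciferase reporter signal, measured by ONE-Glo luminescence (30 min, room temperature). Compound or vehicle exposure of the HEK293T reporter cells lasted 16 hr at 37°C.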
uPA surface inh = qHTS for Inhibitors of Cell Surface uPA Generation | Potency, µM (highest dose often 38.3 µM), for the others: at the top dose activity change, negative = inhibition, most hits filed as inhibitors | cell surface uPA generation assay, qHTS | actives 0.31% (n = 330,000) | AID 540303, 2011; active = well fitted inhibition curve with a large enough effect; inconclusive = small, poorly fitted or top-dose-only effect; inactive = no such curve, though single readings can be large or run the other way; tested in mouse RAW 264.7 cells; note: % is set by controls: 0 for no effect and ±100 for the full control effect; nearly all actives have a fitted effect of over 55% in size
BRCA1 expr act = qHTS Assay to Identify Small Molecule Activators of BRCA1 Expression | MCF7-BRCA1-FFLuc reporter, luminescence, 48 h; response scale: scaled: vehicle 0%, 10 µM genistein 100% | Potency, µM (highest dose often 46.1 µM), inactives show top-dose activation, actives largely listed as activators | actives 1.1% (n = 380,000); note: nearly all actives have a fitted effect of over 80% in size; some results filed as inactive show a strong effect at the top dose
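48 h compound treatment of MCF7-BRCA1-FFLuc cells (phenol-red free MEM, 37 °C), then 15 min with luciferase substrate and luminescence imaging.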
p53 reactivation = qHTS assay for re-activators of p53 using a Luc reporter. H1299 p53-A138V BP100-luciferase reporter, luminescence, 24 h. Potency, µM (doses to about 92.2 µM), inactives show at the highest dose activity change, positive = activation, usual class: activators. AID 504706, 2011. actives 0.063% (n = 320,000); note: % of control where 0% means no effect; nearly all actives have a fitted effect of over 45% in size
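p53-null H1299 cells stably carrying temperature-sensitive p53-A138V and a BP100-luciferase reporter were pinned with compounds (4-point, 1:5 series) and held 24 hrs at 37 deg C. Luminescence was read 10 min after detection reagent.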
RORgamma inh = qHTS for inhibitors of ROR gamma transcriptional activity | Nuclear receptor ROR-gamma (Mus musculus), P51450 | Drosophila S2 Gal4-RORgamma UAS-luciferase reporter, 20 h | Potency, µM (doses to about 53.6 µM), inactives show at the top dose activity change, negative = inhibition, most hits filed as inhibitors | actives 5.4% (n = 310,000); note: % is set by controls: 0 for no effect and ±100 for the full control effect; nearly all actives have a fitted effect of over 60% in size
Target sequence (P51450 whole entry, looked up, the tested form may be a part): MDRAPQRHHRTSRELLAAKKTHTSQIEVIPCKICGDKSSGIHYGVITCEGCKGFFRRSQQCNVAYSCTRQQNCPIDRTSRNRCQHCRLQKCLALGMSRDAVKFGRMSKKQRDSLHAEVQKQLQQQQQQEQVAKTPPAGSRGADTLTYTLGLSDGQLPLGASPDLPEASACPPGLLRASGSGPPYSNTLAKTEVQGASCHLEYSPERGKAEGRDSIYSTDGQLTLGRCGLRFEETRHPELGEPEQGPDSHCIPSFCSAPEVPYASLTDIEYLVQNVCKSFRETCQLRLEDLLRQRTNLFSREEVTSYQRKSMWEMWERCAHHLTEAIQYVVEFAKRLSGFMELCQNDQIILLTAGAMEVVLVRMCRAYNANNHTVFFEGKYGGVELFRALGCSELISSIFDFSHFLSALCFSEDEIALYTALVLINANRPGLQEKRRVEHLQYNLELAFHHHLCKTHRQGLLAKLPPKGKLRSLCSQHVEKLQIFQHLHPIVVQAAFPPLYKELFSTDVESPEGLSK
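Stably transfected Drosophila Schneider cells are the test system, with ROR gamma fused to Gal4 and luciferase under UAS control; luminescence is read after 20 hr of 700 uM copper sulfate induction at ambient temperature.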
VP16 counter = VP16 counterscreen qHTS for inhibitors of ROR gamma transcriptional activity. AID 2546, 2010. Drosophila S2 Gal4-VP16 UAS-luciferase, luminescence, 20 h. Potency, µM (titrated, usually from 53.6 µM), for inactives: top-dose activity, negative = inhibition, actives largely listed as inhibitors. actives 3.5% (n = 310,000);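 note: Gal4-VP16 expression switched on by copper sulfate through the metallothionein promoter; % is set by controls: 0 for no effect and ±100 for the full control effect; nearly all actives have a fitted effect of over 50% in size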
FLuc counter = qHTS profiling assay for firefly luciferase inhibitor/activator using purifed enzyme and Km concentrations of substrates (counterscreen for miR-21 project) | Luciferin 4-monooxygenase (Photinus pyralis), P08659 | purified FLuc, Km substrates, luminescence inhibition | Potency, µM (titrated, usually from 57.5 µM), for the others: at the highest dose activity change, negative = inhibition, actives largely listed as inhibitors | actives 6.9% (n = 360,000) | AID 588342, 2011;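 note: plate controls were vehicle for no effect and reference inhibitor for full effect; nearly all actives have a fitted effect of over 55% in size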
Target sequence (P08659 whole entry, looked up): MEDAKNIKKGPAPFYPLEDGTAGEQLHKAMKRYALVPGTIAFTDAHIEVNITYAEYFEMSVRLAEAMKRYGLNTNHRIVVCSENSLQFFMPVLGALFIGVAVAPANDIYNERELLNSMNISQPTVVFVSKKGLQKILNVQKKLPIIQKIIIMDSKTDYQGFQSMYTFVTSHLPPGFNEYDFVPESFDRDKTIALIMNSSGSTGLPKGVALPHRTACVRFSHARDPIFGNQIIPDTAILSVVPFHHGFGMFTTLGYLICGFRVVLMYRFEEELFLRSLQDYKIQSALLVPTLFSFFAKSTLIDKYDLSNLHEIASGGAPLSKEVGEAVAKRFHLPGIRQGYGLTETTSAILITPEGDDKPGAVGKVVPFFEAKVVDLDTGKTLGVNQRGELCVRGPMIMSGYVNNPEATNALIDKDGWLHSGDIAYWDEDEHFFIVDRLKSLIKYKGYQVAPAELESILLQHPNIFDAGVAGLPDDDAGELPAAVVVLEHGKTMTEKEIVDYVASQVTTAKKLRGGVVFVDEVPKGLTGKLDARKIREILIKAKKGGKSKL
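Purified P. pyralis luciferase (10nM final) with 10uM D-luciferin and 10uM ATP (Km levels) in 50mM Tris acetate pH 7.5, 10mM Mg acetate, 0.01% Tween-20, 0.05% BSA; qHTS 6-point titration, ~60 µM downward; luminescence read.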
MBNL1 CUG block = qHTS Assay for Inhibitors of MBNL1-poly(CUG) RNA binding | Muscleblind-like protein 1 (Homo sapiens), Q9NR56 | TR-FRET MBNL1-His/biotin-(CUG)12 binding, 665/545 ratio | Potency, µM (series often up to 57.5 µM), without a hit: at the top dose activity change, negative = inhibition, most hits filed as inhibitors | actives 0.036% (n = 280,000) | AID 2675, 2010; active = well fitted inhibition curve with a large enough effect in the signal ratio, with a control signal flat, not every such curve was filed as active; inconclusive = small, poorly fitted or top-dose-only effect, or effect the other way, or a change in a side signal; inactive = no such curve, though single readings can be large or run the other way; the % refers to the signal ratio; note: % is set by controls: 0 for no effect and ±100 for the full control effect
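Inhibition of protein-RNA binding appears as loss of TR-FRET between terbium anti-His antibody on MBNL1-His and streptavidin-XL665 on biotin-(CUG)12. Activity is normalized to buffer-only and uninhibited-complex controls.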
NPC1 promoter act = qHTS Assay for NPC1 Promoter Activators; Huh7 NPC1 promoter luciferase reporter, 24 h; Potency, µM (titrated, usually from 9.22 µM), for inactives: at the top dose activation, actives largely listed as activators; actives 2.4% (n = 320,000); AID 485313, 2010;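 note: % of control where 0% means no effect; nearly all actives have a fitted effect of over 60% in size; reporter is driven by a mutant NPC1 promoter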
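Luminescence read-out of NPC1 promoter-driven luciferase in stably transfected Huh7 cells; compounds delivered in DMSO and left 24 h at 37C, 5% CO2, qHTS titration format.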
Rab9 promoter act = qHTS Assay for Rab9 Promoter Activators; Potency, µM (top dose mostly 9.22 µM), for inactives: at the highest dose activation, negative = inhibition, usual class: activators; Huh7 Rab9 promoter-luciferase reporter, luminescence, 24 h; AID 485297, 2010; actives 2.8% (n = 320,000); note: % of control where 0% means no effect; nearly all actives have a fitted effect of over 60% in size
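Rab9 promoter-driven luciferase in stably transfected Huh7 cells; 1500 cells/well rested 2 h, exposed to compound in DMSO for 24 h at 37 °C, 5% CO2. Luminescence read 10 min after adding luciferase reagent at ambient temperature.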
Starred values were filed as active, the others as inactive; ? = inconclusive; nt = no result given; [ ] = another dose, or the depositor's remark. Unless noted, calls come from the whole dose curve; as a rule, active = well fitted curve in the direction sought with a large enough effect; inconclusive = small, poorly fitted or top-dose-only effect, or another doubt; inactive = no such curve, though single readings can be large; an effect the other way counts as inactive or inconclusive. Potency is the fitted concentration of half-maximal effect. Compounds were not picked by outcome; overall some 13% were active at least once.

SMILES	ELG1 genotoxic	uPA surface inh	BRCA1 expr act	p53 reactivation	RORgamma inh	VP16 counter	FLuc counter	MBNL1 CUG block	NPC1 promoter act	Rab9 promoter act
CC(=O)c1cc(C(=O)NC2CCCc3c2cnn3-c2cc(C)cc(C)c2)[nH]n1 (stereo not drawn)	15%	0%	4%	3%	27%	-7%	?	-4%	-1%	13%
CC1=C(C#N)C(c2ccc3ncccc3c2)C(C#N)=C(C)N1	-6%	13%	-10%	-13%	-27%	8%	2%	?	1%	-6%
COc1ccc(CC2(CO)CCN(S(=O)(=O)N(C)C)CC2)cc1	-6%	-1%	2%	-4%	-16%	-13%	0%	0%	-1%	-3%
O=C(OCC(=O)N1CCCc2ccccc21)C1CCN(S(=O)(=O)c2cccs2)CC1	0%	0%	-22%	-6%	-1%	-2%	-1%	-9%	-1%	0%
Cc1cccc(OCc2nc(C#N)c(N3CCCC3)o2)c1	-1%	8%	-9%	-2%	7%	-14%	-1%	-4%	-1%	-6%
Cc1ccc(NS(=O)(=O)c2cccs2)cc1S(=O)(=O)N1CCCCCC1	-7%	-11%	-5%	-4%	14%	6%	?	0%	-12%	-4%
Cc1ccc2c(CC(=O)OCC(=O)N(CC(C)C)c3c(N)n(Cc4ccccc4)c(=O)[nH]c3=O)coc2c1	0%	0%	7%	18%	nt	nt	1%	nt	1%	-2%
COc1ccc(S(=O)(=O)N2CCN(c3ncnc4c(-c5ccccc5)nsc34)CC2)cc1	2%	3%	1%	0%	25%[10 µM]	-1%	-2%	-12%	5%	-4%
CCc1ccc(/C=C2\SC(=S)N(CCCC(=O)Nc3nccs3)C2=O)cc1	0%	2%	-72%	-20%	0.56µM*	-12%	3%	?	-2%	-5%
Cc1cc(C(=O)O)ccc1-c1ccc(/C=C2\NC(=O)N(Cc3ccc(F)cc3)C2=O)o1	-4%	8%	-13%	-1%	-1%	5%	-8%	0%	-3%	-2%
COc1cc(-n2c(=O)c3ccccc3n(CC(=O)OCc3ccccc3)c2=O)cc(OC)c1OC	27%	2%	-2%	-2%	-3%	3%	1%	-14%	-10%	-9%
COc1cccc(Cl)c1NC(=O)N1CCN(c2cc(C)nc3ccccc23)CC1	-6%	-4%	-49%	-7%	11%	2%	-2%	-7%	-4%	-6%
Cc1ccc(NC(=O)Cn2ccc(=O)[nH]c2=O)cc1	11%	0%	-3%	16%	27%	8%	-16%	0%	-2%	0%
COc1ccc(C(=O)NCc2ccco2)cc1S(=O)(=O)NC1CC1	1%	9%	2%	-5%	nt	nt	nt	nt	0%	-1%
CC(C)CCn1nnnc1CN1CCN(c2ccccc2)CC1	-2%	nt	-7%	5%	4%	12%	1%	-6%	1%	0%
CC(C)N1CC(C(=O)Nc2ccc(Cl)c(Cl)c2)CC1=O (stereo not drawn)	-4%	-8%	17%	nt	-30%[1.91 µM]	13%	5%	-1%	-7%	0%
C=Cn1cc[n+](CC(=O)c2ccc(Cl)cc2)c1	-4%	2%	-12%	nt	0%[1.91 µM]	3%	5%	-2%	-3%	1%
CCOC(=O)c1cc(-c2ccccc2)sc1NC(=O)C(C)OC(=O)c1cccnc1OCC (stereo not drawn)	1%	-19%	8%	-3%	1%	-12%	7%	-5%	2%	0%
COc1ccc(-c2nnn(-c3ccc(Cl)cc3Cl)c2N)cc1	0%	13%	10%	-4%	12%	-5%	?	-10%	-2%	-4%
CCC(C)n1cnc2c(c1=O)c1nc3ccccc3nc1n2Cc1ccccc1OC (stereo not drawn)	-6%	8%	-47%	-4%	6%	0%	2%	13%	-1%	-6%
Cc1ccc(C(NC(=O)/C=C\c2ccc3c(c2)OCO3)C(=O)Nc2ccc3c(c2)OCO3)cc1 (stereo not drawn)	0%	4%	-7%	-3%	-29%	-1%	-1%	1%	1%	8%
COC(=O)C1CCN(S(=O)(=O)c2ccc(Br)s2)CC1	1%	8%	-2%	-5%	nt	nt	nt	nt	-3%	-6%
O=C1CCC(C(=O)OCc2ccccc2)N1 (stereo not drawn)	0%	nt	13%	-3%	4%	-1%	12%	0%	-2%	0%
CCN(Cc1ccncc1)C(=O)c1cc(COc2c(F)cccc2F)on1	-5%	5%	5%	2%	17%	0%	0%	5%	0%	-3%
NC(=O)NC(c1ccccc1)c1ccccc1F (stereo not drawn)	0%	nt	0%	6%	37%	-1%	3%	-2%	-5%	-5%
CN(C(=O)c1ccc(S(=O)(=O)c2cccc(Cl)c2)c([N+](=O)[O-])c1)C1CCCCC1	-9%	-8%	-84%	2%	7%	?	0%	1%	-1%	-2%
CC(C)c1ccc(/C=N\NC(=O)c2ccc(Cn3cccn3)o2)cc1	10%	-6%	-3%	?	-33%	?	1.3µM*	14%[11.5 µM]	?	11%
CC(C)n1nc(C(=O)NC2CCCCCC2)c2ccccc2c1=O	1%	-23%	-2%	9%	nt	nt	-1%	nt	2%	-1%
O=C(NC1CCCCC1)C(c1ccc(O)cc1)N(CC1CCCO1)C(=O)C1COc2ccccc2O1 (stereo not drawn)	-1%	1%	-35%	1%	21%	0%	7%	12%	0%	0%
COc1ccc(NC(=O)COC(=O)COc2ccc(Br)cc2)cc1	-9%	2%	7%	-1%	-16%	-6%	?	nt	-4%	18%

Retrieved one by one from above:
SMILES	ELG1 genotoxic	uPA surface inh	BRCA1 expr act	p53 reactivation	RORgamma inh	VP16 counter	FLuc counter	MBNL1 CUG block	NPC1 promoter act	Rab9 promoter act
CCN(Cc1ccncc1)C(=O)c1cc(COc2c(F)cccc2F)on1	-5%	5%	5%	2%	17%	0%	0%	5%	0%	-3%
CC(C)c1ccc(/C=N\NC(=O)c2ccc(Cn3cccn3)o2)cc1	10%	-6%	-3%	?	-33%	?	1.3µM*	14%[11.5 µM]	?	11%

Carrying on.
SMILES	ELG1 genotoxic	uPA surface inh	BRCA1 expr act	p53 reactivation	RORgamma inh	VP16 counter	FLuc counter	MBNL1 CUG block	NPC1 promoter act	Rab9 promoter act
CCOCc1nnc(NC(=O)COC)s1	-1%	3%	5%	23%	22%	3%	-2%	-1%	-4%	5%
COc1ccccc1C(CC(=O)Nc1ccccc1C)c1ccc(OC(C)C)cc1 (stereo not drawn)	-3%	?	-23%	-17%	-23%	-12%	-1%	10%	-2%	2%
CNS(=O)(=O)c1ccc(C(=O)NCC(=O)NCCC(c2ccccc2)c2ccccc2)cc1	1%	0%	-13%	0%	nt	nt	13%	nt	-10%	-5%
Oc1ccc(N=Nc2cccc(C(F)(F)F)c2)cc1C=Nc1ccc(N2CCOCC2)cc1	15%	3%	-32%	3%	-44%[10 µM]	5%	-2%	nt	18%	29%
COc1cccc(CN2C(=O)Nc3ccccc3C(=O)N2C(C)(C)C)c1	2%	1%	-17%	-5%	16%	7%	2%	-5%	4%	1%
O=C(c1ccc2ccccc2c1)C1CCCN(C(=O)c2cnccn2)C1 (stereo not drawn)	-2%	-14%	-1%	-5%	6%	4%	1%	?	-1%	-4%
Cc1nn(C(C)C(=O)O)c2ccccc12 (stereo not drawn)	-1%	16%	11%	1%	4%	-2%	8%	-4%	-1%	-5%
Cc1cc2ncc(-c3ccc(Cl)cc3)c(N)n2n1	15µM*	3.5µM*	80%	3%	?	?	9.5µM*	-16%	?	4µM*
CC(=O)N1c2ccccc2N(Cc2ccc(C)cc2C)C(=O)C1(C)C	-7%	7.1µM*	-37%	-7%	0%	-7%	2%	-7%	-23%	-9%
COC(=O)c1sccc1NC(=O)CCC1CCCC1	4%	-1%	-26%	3%	14%	2%	-14%	-3%	-3%	-2%
CN1CCCC(OC(=O)c2ccc(C#N)cc2)C1 (stereo not drawn)	2%	10%	1%	0%	-5%	-4%	1%	-3%	-1%	5%
Cc1cc(C)cc(NC(=O)C2CC3CCC2C3)c1 (stereo not drawn)	2%	10%	4%	nt	27%	19%	?	-2%	1%	0%
COc1ccc(CCNC(=O)Cc2cc(OCc3ccccc3)c(OC)cc2[N+](=O)[O-])cc1OC	-1%	9%	-36%	-1%	28%	-10%	0%	?	-8%	-1%
CN(C)S(=O)(=O)c1cc(NC(=O)COC(=O)C2COc3ccccc3O2)ccc1Cl (stereo not drawn)	6%	10%	-3%	0%	37%	-1%	-11%	-5%	-3%	-4%
CC(C)(C)c1ccc(Oc2ccc(NC(=O)c3cccs3)cn2)cc1	-9%	-2%	-68%	8%	?	?	?	5%	-14%	-24%
CCN1CC2CCCC3(C1)C(=O)NC1(CCCCC1)N=C23 (stereo not drawn)	-1%	-2%	6%	4%	-9%	-3%	0%	5%	-2%	-3%
CN(C)c1ccc(C2Nc3ccccc3C(=O)N2CCN2CCNC2=O)cc1 (stereo not drawn)	6%	3%	-9%	1%	26%	5%	-5%	nt	6%	4%
COc1ccc(NS(=O)(=O)c2cc(N=Nc3c(O)[nH]c(=O)[nH]c3=O)ccc2Cl)cc1	-2%	2%	-17%	16%	nt	nt	nt	nt	nt	nt
